Assay outcomes as filed in PubChem.
N370S GC mod: qHTS Assay for Inhibitors and Activators of N370S glucocerebrosidase as a Potential Chaperone Treatment of Gaucher Disease; Lysosomal acid glucosylceramidase (Homo sapiens), P04062; N370S GC spleen homogenate, 4MU-glucoside fluorescence; Potency, µM (highest dose often 59.4 µM), inactives show at the top dose activity change, negative = inhibition, actives largely listed as inhibitors; actives 0.092% (n = 330,000); AID 2101, 2009;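 also: 0% = full enzyme activity and -100% = no enzyme basal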
TDP1 inh: qHTS Assay for Inhibitors of Tyrosyl-DNA Phosphodiesterase (TDP1). Tyrosyl-DNA phosphodiesterase 1 (Homo sapiens), Q9NUW8. recombinant TDP1, AlphaScreen DNA substrate cleavage. Potency, µM (doses to about 130 µM), inactives show at the highest dose activity change, negative = inhibition, actives largely listed as inhibitors. actives 0.28% (n = 350,000). AID 485290, 2010; also: nearly all actives have a fitted effect of over 40% in size
Target sequence (Q9NUW8 whole entry, looked up): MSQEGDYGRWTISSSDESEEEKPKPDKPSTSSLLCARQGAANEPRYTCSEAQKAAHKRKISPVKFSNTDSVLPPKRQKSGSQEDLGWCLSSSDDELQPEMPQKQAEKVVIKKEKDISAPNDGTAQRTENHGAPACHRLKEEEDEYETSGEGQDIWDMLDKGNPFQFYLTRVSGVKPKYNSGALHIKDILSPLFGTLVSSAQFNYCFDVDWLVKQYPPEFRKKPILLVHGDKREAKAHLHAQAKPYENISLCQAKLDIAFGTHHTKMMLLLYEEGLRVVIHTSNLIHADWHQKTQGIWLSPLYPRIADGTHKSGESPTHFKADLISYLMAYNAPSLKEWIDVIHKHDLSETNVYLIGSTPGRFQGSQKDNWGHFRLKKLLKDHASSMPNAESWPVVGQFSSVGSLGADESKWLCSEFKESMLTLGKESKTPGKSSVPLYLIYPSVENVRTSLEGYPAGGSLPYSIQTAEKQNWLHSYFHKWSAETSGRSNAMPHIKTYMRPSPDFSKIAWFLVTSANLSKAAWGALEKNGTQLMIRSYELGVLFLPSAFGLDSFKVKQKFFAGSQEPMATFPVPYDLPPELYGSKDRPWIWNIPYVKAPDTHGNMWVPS
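E. coli-derived human Tdp1, 1 nM final. Cpd preinc 15 min RT; substrate 15 nM final, 5 min RT; AS bead mix 10 ug/ml final, 10 min RT. Signal loss = tyrosine-FITC cleavage. No-enzyme wells = max signal.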
FEN1 inh: qHTS Assay for the Inhibitors of Human Flap endonuclease 1 (FEN1) | actives 0.35% (n = 390,000) | Potency, µM (top dose mostly 114 µM), inactives show top-dose activity change, negative = inhibition, most hits filed as inhibitors | P39748 | AID 588795, 2011 | Recombinant FEN1 flap cleavage, fluorescence, 15 min; also: nearly all actives have a fitted effect of over 65% in size
Target sequence (P39748 whole entry, looked up): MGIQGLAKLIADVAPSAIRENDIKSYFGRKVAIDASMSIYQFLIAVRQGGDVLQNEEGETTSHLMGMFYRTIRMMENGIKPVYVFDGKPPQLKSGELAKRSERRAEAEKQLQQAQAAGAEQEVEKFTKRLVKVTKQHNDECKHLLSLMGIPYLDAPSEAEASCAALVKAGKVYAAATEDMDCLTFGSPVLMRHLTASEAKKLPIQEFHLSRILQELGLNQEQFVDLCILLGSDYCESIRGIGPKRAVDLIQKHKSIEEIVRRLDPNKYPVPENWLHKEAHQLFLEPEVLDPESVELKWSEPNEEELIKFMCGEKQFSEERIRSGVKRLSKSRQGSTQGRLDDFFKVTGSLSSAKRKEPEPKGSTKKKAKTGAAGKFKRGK
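Read-out was taken twice, immediately and after 15 min, following addition of 50 nM substrate to 10 nM FEN1 that had sat with test compound for 15 min at room temperature. Curves came from a four-parameter Hill model.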
The depositor's hits bear a star; ? = inconclusive; / = no result given; [ ] = dose if it differs, or a comment. Calls follow the shape of the dose curve; as a rule, active = well fitted curve in the direction sought with a large enough effect; inconclusive = small, poorly fitted or top-dose-only effect, or another doubt; inactive = no such curve, though single readings can be large; an effect the other way counts as inactive or inconclusive. Unless noted, % is scaled to controls: 0 for no effect and ±100 for the full control effect; potency is read from the fitted curve at half-maximal effect.

Results follow in this order: FEN1 inh | N370S GC mod | TDP1 inh
> COC(=O)[C@@]1(Cc2ccc(OC)cc2)[C@H]2c3cc(C(=O)N4CCCC4)n(CCc4c[nH]c5cc(F)ccc45)c3C[C@H]2CN1C(=O)c1ccccc1
    / | -15% | 18%
> Cc1ccc(Nc2nc(-c3sc(C)nc3C)cs2)cc1
    ? | -10% | 10%
> C=CCn1c(SCC(=O)NCC2CCCO2)nnc1-c1ccccc1 (stereo unspecified)
    -7% | 3% | 0%
> O=C(COC(=O)c1cc([N+](=O)[O-])ccc1N1CCOCC1)c1ccc(Br)cc1
    -6% | 17% | 5%
> Cc1ccc(C)c(N2CCN(S(=O)(=O)c3ccc4c(c3)CCC(=O)N4)CC2)c1
    / | -12% | 2%
> COc1cccc(N2CCN(Cc3ccco3)CC2)c1
    5% | 4% | /
> COc1cc(C)c(S(=O)(=O)N2CCN(C)CC2)cc1C
    0% | 12% | 0%
> COC(=O)C1CCN(C(=O)COC(=O)c2oc3ccccc3c2C)CC1
    14% | -3% | -16%[0.505 µM]
> O=C(Nc1nc2c(s1)COc1ccccc1-2)c1cccs1
    -29% | -7% | 8%
> COc1ccc(C(O)P(=O)(OCC(C)C)c2ccc(N(C)C)cc2)c(OC)c1 (stereo unspecified)
    -8% | -5% | /
> CC(C)[C@H](NC(=O)c1ccccc1Cl)C(=O)Nc1nc(-c2ccccn2)cs1
    6% | -4% | 8%
> CCN(C[C@H]1N[C@@](Cc2ccccc2)(C(=O)OC)[C@H]2C(=O)N(Cc3ccccc3)C(=O)[C@@H]12)C(=O)c1ccccc1
    -20% | / | 0%
> O=C(O)c1ccccc1Nc1ccc(OC(F)F)cc1
    2% | -10% | 2%
> N#Cc1ccc(NC(=O)C2=COCCO2)cc1
    23% | / | 0%
> CCn1c2ccccc2c2cc(NC(=O)CNCc3ccccc3OC)ccc21
    3% | -27% | 1%[0.0935 µM]
> CCC(C(=O)NCCc1ccc(SC)cc1)n1nc(C)c2sc3ccccc3c2c1=O (stereo unspecified)
    -3% | / | 6%
> CN1CCN(CCC(=O)N2c3ccccc3Sc3ccc(Cl)cc32)CC1
    -16% | -4% | 10%
> O=C(Cn1c(O)c(/C=C2\C=Nc3ccccc32)sc1=O)N1CCOCC1
    -2% | 0% | -4%
> C=CCNC(=O)c1cccn1-c1ccsc1C(=O)OC
    4% | -3% | 2%
> O=C(COC(=O)CC(c1ccccc1)c1ccccc1)NCc1ccc(Cl)cc1
    -11% | 2% | 5%
> CC(=O)Nc1ccc(C(=O)N/C(=C/c2ccccc2)C(=O)N2CCCCC2)cc1
    12% | -6% | /
> Cc1ccc(N(CC(=O)NCc2ccccc2)C(=O)c2csnn2)cc1
    5% | -2% | 0%
> Cc1cccc(N2CCN(C(=O)c3ccc4c(c3)NC(=O)C(CSCc3ccc(F)cc3)N4)CC2C)c1 (stereo unspecified)
    / | -24% | 5%
> O=C(CNc1ccccc1)N/N=C/c1cc([N+](=O)[O-])ccc1N1CCCC1
    -16% | 11% | 5%
> CC(C)Sc1nc(C(F)(F)F)cc(=O)n1-c1ccccc1
    -5% | 3% | -3%
> O=C(NCCc1c[nH]c2ccccc12)C1CCC(=O)N(CCc2cccc(F)c2)C1 (stereo unspecified)
    13% | -1% | /
> C=CCN1C(=O)OC2(CCCCC2)C1(C)O (stereo unspecified)
    0% | -7% | 2%
> O=S(=O)(Nc1ccccn1)c1ccc(Cl)cc1
    -15% | 2% | 4%
> CCCCOc1ccc(C(=O)N2CCNC(=O)C2)cc1
    -1% | 3% | -3%[0.0935 µM]
> Cc1occc1-c1nnc(SCc2nc3ccccc3c(=O)n2CC#N)n1C
    -11% | -3% | 2%
> COc1ccccc1-n1c(-c2cccnc2)n[nH]c1=S
    5% | 10% | -8%
> COC(=O)Nc1nc2ccc(C(=O)c3ccc(F)cc3)cc2[nH]1
    / | 2% | 6%
> CC1(C)Nc2ccc(O)cc2-c2c1ssc2=S
    4% | -11% | 10%
> CCCC(C)NC(=O)Cc1ccc(Br)cc1 (stereo unspecified)
    -2% | 1% | 0%
> Cc1ccc(CNC(=O)Cn2c(=O)cc(-c3ccccc3)c3c(C)nn(C)c32)cc1
    -10% | / | 6%
> COc1ccccc1NS(=O)(=O)c1cc(C)ccc1C
    -5% | 2% | 3%
> COC(=O)CSc1cc(C)nc2ccc(OC)cc12
    -6% | 1% | 4%
> COc1cc(CNCCN2CCOCC2)ccc1OCC(=O)NC(C)(C)C
    3% | 16% | -3%
> Cc1nc2c(C(=O)NCCCN(CC(C)C)CC(C)C)cnn2c(C)c1Cc1c(F)cccc1Cl
    -3% | / | 5%
> COc1ccccc1/C=C(/CC(=O)NCc1ccccc1)c1nc2ccccc2s1
    -3% | 17% | 5%
> COc1cc(CC(=O)OCC(=O)N2CCCCC2)cc(OC)c1OC
    0% | -1% | /
> CCOC(=O)C1=C(COC(=O)COc2cccc(C)c2C)NC(=O)NC1C (stereo unspecified)
    17% | / | 1%
> CCN(CC)C(=O)c1ccccc1NS(C)(=O)=O
    11% | -1% | 0%
> NC(=O)C1CCCN(C(=O)CNC(=O)C23CC4CC(CC(C4)C2)C3)C1 (stereo unspecified)
    3% | 1% | -15%[0.505 µM]
> O=C(NCc1ccccc1Cl)c1ccc2c(c1)SC1=NS(=O)(=O)CCN12
    -2% | -20% | 6%
> Cc1ccc(-n2nc3ccc(NC(=O)C(C)C)cc3n2)cc1
    12% | 1% | 6%
> Cc1nn(C)cc1/C=C/C(=O)c1cccs1
    -8% | 18% | -5%
> O=C1Nc2ccccc2/C1=C/c1ccccc1F
    -9% | -6% | /
> COc1ccccc1NC(=O)CCS(=O)(=O)c1ccccc1
    15% | 11% | 0%
> Cc1cc(N2CCOCC2)n2nc(C)c(-c3ccc(Cl)cc3)c2n1
    11% | -1% | /
> CCCCN1C(=O)/C(=C/C=C2\N(C)c3ccccc3C2(C)C)SC1=S
    / | 7% | 5%
> O=C1Nc2ccc(S(=O)(=O)NCCCO)c3cccc1c23
    -4% | -5% | /
> COc1ccc(CN(Cc2cccnc2)S(=O)(=O)c2ccc(-n3cnnn3)c(C)c2)cc1OC
    -4% | 23% | -3%
> C=CCOc1cccc(/C=C2\C(=O)N(Cc3ccc(C)cc3)C(C)=C2C(=O)OC)c1
    -20% | -11% | -1%
> CCC(C)Nc1ncnc2c1cnn2-c1ccc(F)cc1 (stereo unspecified)
    -5% | / | 3%
> CCOC(=O)c1ccc(NC(=O)c2nc[nH]c2C(=O)N[C@@H](C)C(=O)OC(C)(C)C)cc1
    ? | 0% | 0%
> CC(Sc1nncn1C)C(=O)Nc1ccc(N2CCCCC2)cc1 (stereo unspecified)
    18% | / | 3%
> COc1ccc(CC(=O)OCc2cc(=O)n3cc(Br)ccc3n2)cc1OC
    6% | -1% | -4%
> O=C(NCc1cccc(F)c1)c1ccc(-n2cnc3cccnc32)cc1
    -7% | / | 3%
> O=C(Nc1c[nH]c(=O)[nH]c1=O)c1cc([N+](=O)[O-])cc([N+](=O)[O-])c1
    17% | 1% | /

Among those listed so far, these have a tert-butyl group:
Results follow in this order: FEN1 inh | N370S GC mod | TDP1 inh
> COc1cc(CNCCN2CCOCC2)ccc1OCC(=O)NC(C)(C)C
    3% | 16% | -3%
> CCOC(=O)c1ccc(NC(=O)c2nc[nH]c2C(=O)N[C@@H](C)C(=O)OC(C)(C)C)cc1
    ? | 0% | 0%

(further entries)
Results follow in this order: FEN1 inh | N370S GC mod | TDP1 inh
> COc1cc(C(C)=O)ccc1OCCCOc1cccc2cccnc12
    -13% | -7% | 4%
> O=C(CC1C[C@H](C(=O)N2CCCCC2)[C@@]2(CCc3ccccc3)c3[nH]c4ccccc4c3CCN2C1=O)NCc1ccco1 (stereo partly specified)
    -12% | / | 4%
> Cc1ccccc1OCC(=O)Nc1sc2c(c1C(=O)OC(C)C)CCCC2
    12% | / | 0%[12.3 µM]
> CCN(Cc1ccncc1)C(=O)C1CCC(=O)N(Cc2ccc(Cl)cc2)C1 (stereo unspecified)
    8% | -13% | -1%
> C/C(CCc1ccc2c(c1)OCO2)=N\NC(=O)c1ccccc1
    0% | 16% | 6%
> Cc1ccc2c(c1)CC(C)N2S(=O)(=O)c1nnc(NC(=O)C(C)C)s1 (stereo unspecified)
    -2% | / | 3%
> Cc1ccc(C2=Nc3ccccc3N(CC(=O)NCc3ccc(Cl)cc3)C(=O)C2)cc1C
    22% | / | 3%
> O=C(O)CCc1nn2c3ccccc3n(CC(=O)c3ccccc3)c2nc1=O
    -10% | -13% | 7%
> Cc1ccc(NC(=O)C(=O)NCCOc2ccc(Cl)cc2)c(C)c1
    -11% | -3% | 5%
> Cc1cccc(C(=O)N2CCCN(C(=O)c3cccc(C)c3)CC2)c1
    -2% | -8% | 6%
> CCOc1ccc(NC(=O)Nc2ccc3nccnc3c2)cc1
    -14% | 11% | 2%
> Cc1ccc(C2C(C(N)=S)=C(N)OC3=C2C(=O)CC(C)(C)C3)cc1 (stereo unspecified)
    -3% | -3% | 2%
> O=C(O)C1CCN(C(=O)CSc2nnc3ccccn23)CC1
    4% | / | 1%
> COC(=O)c1cccc(NC(=O)CN2C(=O)C3CCCCC3C2=O)c1 (stereo unspecified)
    7% | -4% | 3%
> Nc1c(C(=O)Nc2ccc(F)cc2)sc2nc(-c3ccco3)ccc12
    17% | -1% | -7%
> O=C(NCCCO)c1ccc(CSc2nc3ccccc3[nH]2)cc1
    16% | 18% | 5%
> C=CCn1c(CNc2ccccc2)nnc1SCC(=O)N/N=C/c1ccc(O)cc1O
    -4% | -9% | 8%
> COc1ccc(C(=O)Nc2nc3ccccc3[nH]2)cc1OC
    1% | 1% | 0%[56.1 µM]
> CC1(C)CC(=O)C=C(NC2=CC3OC(c4ccccc4)OCC3OC2=O)C1 (stereo unspecified)
    -5% | 14% | 0%
> COC(=O)C1=C(C)NC(=O)/C1=C/c1ccc(CNS(=O)(=O)c2ccc(C)cc2)o1
    -4% | 2% | /
> Cc1ccc(C(=O)NCCC(=O)N2CCC3(CC2)NCCc2[nH]cnc23)cc1
    16% | -1% | 4%
> COc1ccc(NC(=O)c2sc(=S)[nH]c2N)cc1
    -3% | -1% | 9%
> CN(C)C(=O)c1ccc(-c2nnc(NCc3ccccc3)c3ccccc23)cc1
    -8% | 5% | 3%
> Cc1ccc(NC(=O)c2ccc(S(=O)(=O)N3CCOCC3)cc2)nc1
    0% | -9% | 9%
> CCOc1ccc(Oc2ccc(NC(=O)CSc3nncn3C)cc2)cc1
    2% | 0% | 0%[0.505 µM]
> CCOc1ccc(S(=O)(=O)N2CCCCC2)cc1NC(=O)Cc1cccc(C(F)(F)F)c1
    -19% | / | 0%
> CC(Sc1nnc(-c2ccccc2F)n1N)C(=O)NCC1CCCO1 (stereo unspecified)
    1% | -4% | 0%
> COc1ccc(-c2cc3ccccc3n2CC(O)CN2CCC(C)CC2)cc1 (stereo unspecified)
    -4% | -8% | 2%
> COc1cccc(CN(C(=O)c2ccco2)C2CCS(=O)(=O)C2)c1 (stereo unspecified)
    20% | -20% | 1%
> CN(C1CCS(=O)(=O)C1)S(=O)(=O)c1cccc2nsnc12 (stereo unspecified)
    0% | 4% | 6%
> Cc1cccc(C)c1NC(=O)CN1C(=O)c2cccc3cccc1c23
    -4% | / | 2%
> CC(C)CNC(=S)NC(=O)c1ccc(Cl)cc1Cl
    51%[activator] | 12% | 0%
> COc1ccc(-c2oc3ccccc3c2C(=O)OCc2ccc(O)cc2)cc1
    4% | ? | /
> CCOC(=O)C1CCCN(C(=S)Nc2ccc(C)cc2C)C1 (stereo unspecified)
    -1% | 6% | 1%
> Cc1ccc(C2=NS(=O)(=O)N(C)C(C(=O)N3CCOCC3)=C2)cc1
    4% | -2% | /
> C=C(C)CC1N(c2cccc(OC)c2)C(=O)C2C(C(=O)O)C3C=CC21O3 (stereo unspecified)
    -15% | -9% | 3%

Four compounds from above, ordered by the value under FEN1 inh, falling.
SMILES	FEN1 inh	N370S GC mod	TDP1 inh
Cc1ccc(C2=NS(=O)(=O)N(C)C(C(=O)N3CCOCC3)=C2)cc1	4%	-2%	/
CCOC(=O)C1CCCN(C(=S)Nc2ccc(C)cc2C)C1 (stereo unspecified)	-1%	6%	1%
Cc1cccc(C)c1NC(=O)CN1C(=O)c2cccc3cccc1c23	-4%	/	2%
C=C(C)CC1N(c2cccc(OC)c2)C(=O)C2C(C(=O)O)C3C=CC21O3 (stereo unspecified)	-15%	-9%	3%
